TMEM16A act: activates or potentiates the mouse TMEM16A chloride channel; Q8BHY3; HEK293 TMEM16A/YFP-H148Q/I152L, iodide quench fluorescence; active compounds read low; B-score at 10 µM; 340,000 compounds, 0.3% hits;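 active = fluorescence-ratio B-score plate-corrected deviation score at least 3 library SD below zero, with starting fluorescence score within 5 deviations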;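 note: channel opened by trigger with iodide after compound preincubation; score built on the fluorescence ratio of max minus min over baseline; more negative score means more quench and so TMEM16A activation or potentiation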
TRPC6 act: mouse TRPC6 channel activation; Q61143; 310,000 compounds, 0.13% hits; AID 2550; B-score at 10 µM; HEK293-TRPC6 membrane potential dye fluorescence; active compounds read high;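 active = B-score of the integrated fluorescence ratio above library mean plus 3 SD, and starting fluorescence ratio within library mean plus 5 SD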;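 note: higher score means more depolarization so channel activation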
SKKanGAS inh: SKKanGAS growth inhibition; S. pyogenes SKKanGAS, kanamycin growth, BacTiter-Glo, 6 h; inhibition, % at 7.5 µM; 300,000 compounds, 1.3% hits;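 active = mean replicate score, as percent of positive control median, at least 50; inconclusive = mean below 50 but one replicate at or above 50; inactive = mean and every replicate below 50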;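 note: strain carries kanamycin resistance gene driven by streptokinase promoter and grows in 40 µg/ml kanamycin; loss of luminescence reflects streptokinase promoter inhibition or plain growth inhibition; 0% = median of DMSO wells and 100% = positive control at its reference dose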
HDAC3 inhib: human HDAC3 inhibition. O15379. recombinant HDAC3, fluorogenic peptide/trypsin coupled, fluorescence. inhibition, % at 8.3 µM. 320,000 compounds, 0.15% hits; in the data active = inhibition above about 26%, passing the limit was not always enough; inconclusive = no clear call, values can overlap the other calls
Target sequence (O15379 whole entry, looked up): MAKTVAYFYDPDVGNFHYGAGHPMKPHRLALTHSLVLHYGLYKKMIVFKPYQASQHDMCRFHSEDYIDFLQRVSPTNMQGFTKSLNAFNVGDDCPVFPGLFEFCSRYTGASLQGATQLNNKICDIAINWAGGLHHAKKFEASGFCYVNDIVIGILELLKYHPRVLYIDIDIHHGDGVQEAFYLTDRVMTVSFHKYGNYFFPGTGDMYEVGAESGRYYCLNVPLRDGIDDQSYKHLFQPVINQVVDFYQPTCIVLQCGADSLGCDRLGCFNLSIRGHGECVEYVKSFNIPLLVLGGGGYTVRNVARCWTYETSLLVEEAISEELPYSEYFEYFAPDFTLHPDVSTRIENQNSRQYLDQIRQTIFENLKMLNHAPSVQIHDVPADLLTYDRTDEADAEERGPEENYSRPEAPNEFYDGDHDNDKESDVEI
TRPC6 inhibitor: mouse TRPC6 channel inhibition; Q61143; HEK293-TRPC6, membrane potential dye, ACh-evoked depolarization; active compounds read low; B-score at 10 µM; 310,000 compounds, 1.1% hits;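 active = B-score under library mean minus 3 SD, initial fluorescence not abnormally high, positive integrated signal ratio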;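 note: B-score derived from integrated fluorescence ratio over the kinetic read; more negative B-score means stronger inhibition of depolarization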
TMEM16A inh: blocks the mouse calcium-activated chloride channel TMEM16A; HEK293 TMEM16A/YFP iodide influx fluorescence, ionomycin; 310,000 compounds, 1.2% hits; normalized B-score (activity score, 25-100; higher = stronger inhibition) at 10 µM;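 active = ratio plate-corrected score three or more library SD toward inhibition, starting fluorescence score within five deviations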;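 note: score derived from kinetic fluorescence span divided by baseline fluorescence per well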
RGS4 inh: inhibitors of human RGS4. HEK293 M3R/RGS4 inducible, Fluo-4 calcium flux; active compounds read high; triggered by carbachol at its EC20. B-score at 10 µM. 310,000 compounds, 0.45% hits. AID 463165. P49798;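 active = B-score, a plate-corrected calcium signal, over three deviations above library mean, with baseline fluorescence within five deviations of library mean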;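 note: RGS4 expression induced by doxycycline in cells with stable M3 receptor; B-score is computed from the integrated fluorescence ratio over baseline after carbachol; higher B-score means a larger calcium signal and so more RGS4 inhibition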
Target sequence (P49798 whole entry, looked up): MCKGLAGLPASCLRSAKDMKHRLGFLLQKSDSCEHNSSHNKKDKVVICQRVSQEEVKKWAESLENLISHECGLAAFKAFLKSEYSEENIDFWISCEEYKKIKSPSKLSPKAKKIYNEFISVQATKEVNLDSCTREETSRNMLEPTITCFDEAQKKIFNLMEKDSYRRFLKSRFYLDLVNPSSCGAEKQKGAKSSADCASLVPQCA
MrgX1 allo act: human MrgX1 positive allosteric modulation, primary screen; MrgX1-HEK293, Fluo-4 calcium flux, FDSS; active compounds read high; AID 588675; B-score at 10 µM; 310,000 compounds, 0.63% hits;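 active = plate-corrected calcium response at least 3 library SD above typical, normal starting fluorescence, not activating the receptor alone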;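 note: compound read alongside a low EC10 to EC30 dose of BAM8-22 agonist; peak minus trough fluorescence over baseline measured at the second addition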
Target sequence (Q96LB2 whole entry, looked up): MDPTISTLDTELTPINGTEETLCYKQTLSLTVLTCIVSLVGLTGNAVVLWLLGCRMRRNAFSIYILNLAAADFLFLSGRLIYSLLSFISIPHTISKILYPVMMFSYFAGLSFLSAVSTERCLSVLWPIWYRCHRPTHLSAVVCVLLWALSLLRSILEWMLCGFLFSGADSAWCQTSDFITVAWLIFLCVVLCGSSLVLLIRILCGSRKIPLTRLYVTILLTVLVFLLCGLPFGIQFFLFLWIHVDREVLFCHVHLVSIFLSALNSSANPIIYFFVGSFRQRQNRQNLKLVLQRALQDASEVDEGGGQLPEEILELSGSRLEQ
MrgX1 antag: antagonists of human MrgX1 receptor | MRGX1-HEK293 calcium flux, Fluo-4, BAM8-22 antagonism; active compounds read low | B-score at 10 µM | 310,000 compounds, 1.3% hits | AID 588676;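 active = calcium-response B-score plate-corrected more than 3 library SD below zero, starting fluorescence within 5 deviations, no agonist response on first addition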;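 note: peak minus trough fluorescence over baseline after final BAM8-22 challenge near maximal dose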
MrgX1 agonist: agonists of human MrgX1 receptor; Q96LB2; MrgX1-HEK293 cells, Fluo-4 calcium fluorescence, agonist mode; active compounds read high; B-score at 10 µM; 310,000 compounds, 0.44% hits; AID 588627;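 active = calcium response B-score plate-corrected fluorescence ratio at least 3 library SD, with starting fluorescence B-score inside 5 SD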
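Test system: Stable human MrgX1 HEK293 cell line | Schedule: Overnight plating before 1 h dye loading | Read-out basis: Baseline-normalised fluorescence change ratio, B-scored | Detection: Kinetic calcium dye fluorescence, Fluo-4 NW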
RGS4 act: RGS4 potentiation or activation | HEK293 M3R/inducible RGS4, carbachol calcium flux Fluo4; active compounds read low | B-score at 10 µM | 310,000 compounds, 0.92% hits | AID 463111;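 active = B-score of the integrated calcium signal more than 4 SD below the library mean, with starting fluorescence not abnormally high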;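 note: negative B-score means reduced calcium response which marks RGS4 activation or potentiation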
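Reagent: ECmax carbachol challenge; Test system: M3R-expressing HEK293 line, RGS4 induced by doxycycline; Schedule: overnight RGS4 induction, 30 min dye load 37 °C, 20 min compound RT; Detection: calcium dye Fluo4 fluorescence; Read-out: Agonist-evoked peak-minus-minimum fluorescence over baseline, integrated ratio, B score.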
The depositor's hits bear a star; i = inactive; ? = inconclusive; . = not tested or not shown. Not a hit list; 6.7% or so of the library scored in one or more.

SMILES | TMEM16A act | TRPC6 act | SKKanGAS inh | HDAC3 inhib | TRPC6 inhibitor | TMEM16A inh | RGS4 inh | MrgX1 allo act | MrgX1 antag | MrgX1 agonist | RGS4 act
Cc1ccc(CN=c2c([N+](=O)[O-])nn(-c3ccc(Cl)cc3)n2O)cc1 | i | i | 9 | 3 | i | i | i | i | i | i | i
COc1cccc(CN(CC(=O)NCc2ccccc2)C(=O)c2csnn2)c1 | i | i | 16 | ? | i | i | i | i | i | i | i
COc1cccc(Nc2nc(NCCO)nc(N3CCCC3)n2)c1 | i | i | -6 | 0 | i | i | i | i | i | i | i
CCOc1cc(/C=C2\C(=O)NN(c3ccccc3)C2=O)cc([N+](=O)[O-])c1O | i | i | -4 | 9 | i | i | i | i | i | i | i
Cc1ccsc1/C=N/NC(=O)c1nnn(-c2nonc2N)c1-c1ccccc1 | i | i | 0 | -1 | i | i | i | i | i | i | i
COc1ccc(CNC(=O)CCC(=O)Nc2nnc(CC(C)C)s2)cc1 | i | i | -12 | -3 | i | i | i | i | i | i | i
CC(CCc1ccccc1)N(C)CC(O)c1cccc([N+](=O)[O-])c1 (stereo unspecified) | i | i | 2 | -12 | i | i | i | i | i | i | i
Cc1ccsc1-c1nc(CSCC(=O)NCCN2CCCC2)c(C)o1 | i | i | 1 | -13 | i | i | i | i | i | i | i
CCOC(=O)c1cc(C(=O)n2cc(Cl)cn2)nn1C | i | i | -5 | -7 | i | i | i | i | i | i | i
COc1ccc(NC(=O)CCNS(=O)(=O)c2ccc3c(c2)CC(C)N3C(=O)C2CC2)cc1 (stereo unspecified) | i | i | -11 | 5 | i | i | i | i | i | i | i
COc1ccc(COC(=O)Nc2cc3c(C(F)(F)F)nn(C)c3s2)cc1 | i | i | 4 | 7 | i | i | i | i | i | i | i
CCc1cc2c(N[C@@H](C)C(=O)O)ncnc2s1 | i | i | -1 | 1 | i | i | i | i | i | i | i
CCOC(=O)C1=C(C)Nc2nc(C)nn2C1c1cc(OC)ccc1OC (stereo unspecified) | i | i | -4 | 3 | i | i | i | i | i | i | i
COc1cc(OC)cc(C(=O)N[C@H](C(=O)OCC(=O)Nc2sccc2C#N)C(C)C)c1 | i | i | 11 | 3 | i | i | i | i | i | i | i
COc1ccc(-c2sc(NC(C)=O)nc2-c2ccccc2)cc1 | i | i | 2 | 1 | i | i | i | i | i | i | i
Cc1ccc(C(=O)NCCOc2cccc3cccnc23)cc1Cl | i | i | -1 | 1 | i | i | i | i | i | i | i
C=CCN(C(=O)CCC(=O)Nc1cc(C)on1)C(C(=O)NC1CCCC1)c1ccc(OC)cc1OC (stereo unspecified) | i | i | 0 | -2 | i | i | i | i | i | i | i
S=C(Nc1ccccc1)Nc1ccccc1-n1cccc1 | i | i | 0 | . | i | . | i | . | . | . | i
O=C(CCS(=O)(=O)Cc1ccc(Cl)cc1)NCCc1ccccc1 | i | i | -2 | -3 | i | i | i | i | i | i | i
COCCN(C(=O)CSc1nc(N)cc(=O)[nH]1)c1c(N)n(Cc2ccccc2)c(=O)[nH]c1=O | i | i | -9 | -14 | i | i | i | i | i | i | i
CC(=O)N1Cc2ccccc2CC1C(=O)O (stereo unspecified) | i | i | 1 | 0 | i | i | i | i | i | i | i
S=C(NCCc1ccccc1)N1CCN(C23CC4CC(CC(C4)C2)C3)CC1 | i | i | -4 | -7 | i | i | i | i | i | i | i
CCCOc1ccc(N2C(=O)CC(SC(=NC)Nc3ccc(F)cc3)C2=O)cc1 (stereo unspecified) | i | i | 2 | -1 | i | i | i | i | i | i | i
COCCSc1nnc(NC(=O)c2cc(C(=O)OC)cc([N+](=O)[O-])c2)s1 | i | i | -6 | 5 | i | i | i | i | i | i | i
CC12CC3CC(C)(C1)CC(C(=O)N1CCN(C(=O)C4CCCO4)CC1)(C3)C2 (stereo unspecified) | i | i | -3 | -5 | i | i | i | i | i | i | i
CC1C(=O)CCC1(C(=O)O)c1ccccc1 (stereo unspecified) | i | i | 3 | 19 | i | i | i | i | i | i | i
Cc1cccc(C)c1OCC(=O)Nc1ccccc1C(=O)N1CCOCC1 | i | i | -1 | 5 | i | i | i | i | i | i | i
CCN(CC)Cc1ccccc1Sc1ccccc1 | i | i | 2 | 0 | i | i | i | i | i | i | -9.2*
CCc1ccc(OCC(=O)NCCN(C)C)c(Br)c1 | i | i | -15 | 2 | i | i | i | i | i | i | i
COc1c(N2CCN(C(=S)NCc3ccccc3)C(C)C2)c(F)cc2c(=O)c(C(=O)O)cn(C3CC3)c12 (stereo unspecified) | i | i | 106* | 1 | i | i | i | i | i | i | i
Cc1ccc(-n2ccc(=O)c(C(=O)O)n2)cc1 | i | i | -3 | 2 | i | i | i | i | i | i | i
COc1ccc([C@H]2C=C(C(=O)O)O[C@@H](OCCCCO)C2)cc1 | i | i | 2 | 2 | i | i | i | i | i | i | i
Cc1ccc(S(=O)(=O)N(C)CCCC(=O)Nc2cccc3ccccc23)cc1 | i | i | -4 | 2 | i | i | i | i | i | i | i
CCCCCCCN1C(N(C)C)=NC[C@@H]1Cc1ccccc1 | i | . | . | 2 | . | i | . | i | i | i | .
CCc1cc(C(=O)N2CCCC(C(=O)c3ccc(C(F)(F)F)cc3)C2)n(C)n1 (stereo unspecified) | i | i | 1 | . | i | . | i | . | . | . | i
O=C(NCCCN1CCOCC1)C1CC(=O)N(c2ccccc2)C1 (stereo unspecified) | i | i | 15 | -3 | i | i | i | i | i | i | i
CCCCc1[nH]nc2c1C1(C(=O)N(CC)c3ccccc31)C(C#N)=C(N)O2 (stereo unspecified) | i | i | 2 | -1 | i | i | i | i | i | i | i
O=C(O)C1CC1(c1ccccc1)c1ccccc1 (stereo unspecified) | i | i | 2 | 3 | i | i | i | i | i | i | i
COc1ccc(-n2nc(C(=O)NCC(=O)N3CCN(Cc4ccccc4)CC3)c3ccccc3c2=O)c(OC)c1 | i | i | -9 | 3 | i | i | i | i | i | i | i
Nn1c(SCC(=O)Nc2nccs2)nnc1-c1ccccn1 | i | i | 4 | -2 | i | i | i | i | i | i | i
CCNCc1cc(Cl)cc(OC)c1OC(C)C | i | i | 0 | 2 | i | i | i | i | i | i | i
O=C(CCCSc1nc2ccccc2[nH]1)Nc1nnc(-c2ccccc2)o1 | i | i | 2 | 2 | i | i | i | i | i | i | i
C/C(=N\N=C\c1ccc(N(C)C)cc1)c1cccc([N+](=O)[O-])c1 | i | i | -5 | -6 | i | i | i | i | i | i | i
COc1ccc(C(=O)Nc2cc(-c3ccc(C)cc3)no2)cc1 | i | i | -1 | 5 | i | i | i | i | i | i | i
CC(C)c1cccc(C(C)C)c1NC(=O)c1ccccc1 | i | i | 1 | -3 | i | i | i | i | i | i | i
Cc1ccc2oc(=O)n(CCC(=O)Nc3ccc(N4CCOCC4)cc3)c2c1 | i | i | -2 | 0 | i | i | i | i | i | i | i
CCOc1ccc(OC(=O)C(CCS(C)(=O)=O)N2C(=O)c3ccccc3C2=O)cc1 (stereo unspecified) | i | i | -4 | 1 | i | i | i | i | i | i | i
O=C1c2ccccc2NC(c2ccc(Cl)cc2Cl)N1O (stereo unspecified) | i | i | 2 | -2 | i | i | i | i | i | i | i
COc1ccc(S(=O)(=O)N(CC(=O)NC2CCCCC2)c2ccc(F)cc2)cc1 | i | i | 6 | -3 | i | i | i | i | i | i | i
Cc1nc(C(F)(F)F)c(C(=O)NC(=O)Nc2ccccc2)s1 | i | i | -1 | -1 | i | i | i | i | i | i | i
New compounds follow:
SMILES | TMEM16A act | TRPC6 act | SKKanGAS inh | HDAC3 inhib | TRPC6 inhibitor | TMEM16A inh | RGS4 inh | MrgX1 allo act | MrgX1 antag | MrgX1 agonist | RGS4 act
Cc1ccsc1C(=O)OCC(=O)Nc1cccc(S(=O)(=O)NC2=NCCCCC2)c1 | i | i | -2 | 0 | i | i | i | i | i | i | i
O=C(CN1CCN(Cc2ccccc2)CC1)NCC1COc2ccccc2O1 (stereo unspecified) | i | i | 3 | -2 | i | i | i | i | i | i | i
O=C(NCCC1CCCCN1S(=O)(=O)c1ccc(F)cc1)C(=O)Nc1ccccc1 (stereo unspecified) | i | i | 1 | . | i | i | i | i | i | i | i
CCS(=O)(=O)Nc1ccc(C(=O)c2ccccc2)cc1 | i | i | 14 | 0 | i | i | i | i | i | i | i
CC(C)(C)NC(=O)C(c1ccccn1)N(C(=O)c1csnn1)C1CCCCC1 (stereo unspecified) | i | i | 4 | -1 | i | i | i | i | i | i | i
N#CC1=C(N)Oc2cc(N)ccc2C1c1ccccc1F (stereo unspecified) | i | i | 6 | 2 | i | i | i | i | i | i | i
Cc1occc1C(=O)NNC(=S)NCc1ccc(Cl)cc1 | i | i | 0 | -7 | i | i | i | i | i | i | i
Cc1nnc(NC(=O)c2c(-c3ccccc3Cl)noc2C)s1 | i | i | 9 | 1 | i | i | i | i | i | i | i
CCOC(Cn1c(SCc2cc(C(C)=O)ccc2OC)nc2ccccc2c1=O)OCC | i | i | -7 | -3 | i | i | i | i | i | i | i
COc1ccc(CC(=O)N/N=C\c2cc(Br)c(O)c(Br)c2)cc1 | i | i | 18 | -2 | i | i | i | i | i | i | i
O=C(O)CSc1nnc(Cc2ccccc2)n1Cc1ccccc1 | i | i | 0 | -8 | i | i | i | i | i | i | i
CCCNc1c(NS(=O)(=O)c2cccc(C#N)c2)c(=O)oc2ccccc12 | i | i | 3 | -1 | i | i | i | i | i | i | i
C[N+](C)(C)CC(=O)N1CCN(c2ccc3ccccc3n2)CC1 | i | i | 2 | -4 | i | i | i | i | i | i | i
O=C(NC(Cc1ccccc1)C(=O)O)/C(=C/c1ccco1)NC(=O)c1cccc([N+](=O)[O-])c1 (stereo unspecified) | i | i | -5 | 1 | i | i | i | i | i | i | i
O=c1[nH]c(/C=C/c2ccccc2)c([N+](=O)[O-])c(=O)[nH]1 | i | i | -2 | -6 | i | i | 5.7* | i | i | i | i
FC(F)(F)c1cccc(-c2ccn3ncnc3n2)c1 | i | i | -3 | -11 | i | i | i | i | i | i | i
